Screening results deposited in PubChem BioAssay by several laboratories.
OPRM1-OPRD1 inv: mu-delta opioid heterodimer inverse agonism | hit rate 0.21% among 340,000 | P35372+P41143 | AID 504357 | inhibition, % at 9.3 µM | cell-based MOR-DOR heterodimer luminescence; in the data active = inhibition above about 22%, passing the limit was not always enough;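 note: 0% = cells with DMSO and 100% = wells without cells with DMSO; values of inactives mirror those of a sister screen read the other way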
Target sequence (P35372 whole entry, looked up): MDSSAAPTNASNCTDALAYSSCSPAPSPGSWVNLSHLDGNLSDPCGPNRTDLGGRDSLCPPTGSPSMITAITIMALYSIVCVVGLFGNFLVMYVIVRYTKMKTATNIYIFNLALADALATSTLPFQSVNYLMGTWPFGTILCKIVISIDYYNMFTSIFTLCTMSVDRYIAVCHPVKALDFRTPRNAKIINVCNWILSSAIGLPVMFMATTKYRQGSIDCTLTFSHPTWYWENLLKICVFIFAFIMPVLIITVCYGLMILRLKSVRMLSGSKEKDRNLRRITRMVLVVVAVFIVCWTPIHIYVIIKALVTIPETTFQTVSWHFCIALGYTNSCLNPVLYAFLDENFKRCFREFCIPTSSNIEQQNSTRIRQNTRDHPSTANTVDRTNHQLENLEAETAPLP
Target sequence (P41143 whole entry, looked up): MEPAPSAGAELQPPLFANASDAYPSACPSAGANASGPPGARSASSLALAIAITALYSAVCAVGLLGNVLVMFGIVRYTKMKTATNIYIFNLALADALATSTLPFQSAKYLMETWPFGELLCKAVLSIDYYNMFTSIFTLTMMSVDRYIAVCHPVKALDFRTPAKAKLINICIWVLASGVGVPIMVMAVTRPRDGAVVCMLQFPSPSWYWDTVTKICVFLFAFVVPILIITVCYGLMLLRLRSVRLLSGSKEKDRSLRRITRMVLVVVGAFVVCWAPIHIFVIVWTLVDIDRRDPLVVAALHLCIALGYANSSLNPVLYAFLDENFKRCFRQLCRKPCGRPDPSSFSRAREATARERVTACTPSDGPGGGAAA
MOR-DOR ag: agonists of human mu-delta opioid receptor heterodimerization. cells, OPRM1-OPRD1 heterodimerization, luminescence. P35372+P41143. activation, % at 9.3 µM. AID 504326. hit rate 0.3% among 340,000; in the data active = activation above about 18%;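 note: 0% = vehicle-treated cells and 100% = reference agonist; values of inactives mirror those of a sister screen read the other way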
AddAB inh: less growth of phage-infected E. coli with AddAB; E. coli expressing H. pylori AddAB, absorbance growth; inhibition, % at 11.9 µM; hit rate 0.29% among 330,000; AID 435030; in the data active = inhibition above about 12%;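 note: 0% = vehicle wells of infected cells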
Tat transport: E. coli Tat transport inhibition | E. coli MC4100 TorA-mCherry Tat export, fluorescence | inhibition, % at 10 µM | hit rate 0.036% among 340,000 | AID 488895;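 active = mean replicate inhibition at least 50% and at least half of replicates individually reaching 50%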;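 note: exported cargo escapes ClpAP degradation while cytoplasmic cargo is degraded and loses fluorescence; 0% = median of neutral control wells and 100% = median of NaSCN control wells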
Mot1-301 SUMO: SUMOylation pathway inhibition by Mot1-301 growth rescue; S. cerevisiae Mot1-301 growth rescue, ATP luminescence, 38.5C; percent above DMSO median, 100 means doubled; growth rescue, % at 18.8 µM; hit rate 1% among 320,000;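 active = every valid replicate shows activation above 250% relative to neutral control wells; inactive = the rest, any valid replicate at or below 250%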;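 note: OY570 slx delta 5 strain wells were the positive control but not used for scaling; some compounds called inactive have numbers as strong as hits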
phage Ecoli inh: E. coli growth loss with phage present; inhibition, % at 11.9 µM; hit rate 0.26% among 360,000; growth absorbance; in the data active = inhibition above about 11%
E coli growth: counter-screen for AddAB inhibitors: E. coli growth inhibition; E. coli V3065 growth, OD600 absorbance, 18 h; inhibition, % at 11.9 µM; hit rate 0.27% among 330,000; AID 449728;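 active = inhibition above the campaign's mean inhibition across all tested compounds plus 3 SD, cut at about 9.9% in these data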;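 note: uninfected addAB+ strain grown without phage in ampicillin broth; 0% = DMSO wells and 100% = ciprofloxacin 0.95 µg/ml wells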
PKA-R2B act: activates the human PKA-R2B holoenzyme complex; P22694+P31323; AID 504700; activation, % at 11.4 µM; hit rate 0.079% among 340,000; PKA-R2B holoenzyme dissociation, Cy5-IP20 fluorescence polarization; R2B truncated from residue 108, S112A mutant; 0% DMSO only, 100% 113 µM cGMP;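 active = activation above a cutoff set at the mean over all compounds plus 3 SD, cut at about 18% in these data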;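 note: higher means more holoenzyme dissociation and a rise in polarization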
PfHsp90 set2: reduces growth (ATP signal) of yeast expressing P. falciparum Hsp90; S. cerevisiae expressing PfHsp90, BacTiter-Glo ATP, 48 h; yeast lacking PDR1 and PDR3 efflux regulators; inhibition, % at 9.4 µM; hit rate 0.32% among 310,000; AID 504621;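 active = every replicate shows inhibition above about 80%, whatever the replicate mean, limit read from the data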;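 note: 0% = DMSO neutral controls and 100% = 20 µM radicicol positive controls; yeast relying on Plasmodium falciparum Hsp90 in place of its own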
PKA-R1A activ: activates the PKA-R1A holoenzyme complex | P00514+P68181 | PKA-R1A dissociation, Cy5-IP20 fluorescence polarization; scaled: DMSO 0%, 113 µM cGMP 100% | activation, % at 11.4 µM | hit rate 0.083% among 340,000 | AID 504707;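 active = percent activation above the mean of all tested compounds plus 3 SD, cut at about 19% in these data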;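 note: higher means more PKAc released from R1A so a rise in polarization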
HTR5A inv ag: inverse agonist of human HTR5A in OPRM1-OPRD1 counter-screen; inhibition, % at 9.3 µM; hit rate 0.083% among 340,000; AID 504634; HTR5A cell line, luminescence, inverse agonism; in the data active = inhibition mostly above about 23%, no sharp cut-off; inactive = mostly below about 18%;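 note: 0% = cells with DMSO and 100% = no-cell wells with DMSO; some compounds called inactive have numbers as strong as hits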
Starred values were filed as active, the others as inactive; . = no result given.

#1 CCCc1nc(C)c(-c2ccc(OC)c(OC)c2)c(=O)[nH]1
#2 CC(OC(=O)c1cc2c(s1)CCCCC2)C(=O)NC(N)=O (stereo unspecified)
#3 CCc1cc2c(=O)c(-c3nc4ccccc4n3C)coc2c(CN2CCCC(C)C2)c1O (stereo unspecified)
#4 CCOC(=O)c1cccc(NC(=O)CCc2nc(-c3ccccc3F)no2)c1
#5 CSC1=NC2(CCCCC2)C2=C(CCCC2)N1
#6 O=C(/C=C/c1cccnc1)c1ccc([N+](=O)[O-])cc1
Assay by compound	1	2	3	4	5	6
OPRM1-OPRD1 inv	14	3	-1	-23	6	-21
MOR-DOR ag	-2.9	-0.5	0.3	5.0	-1.1	3.3
AddAB inh	2.2	5.0	-2.5	1.7	2.9	2.0
Tat transport	-3	-2	3	-2	1	7
Mot1-301 SUMO	812	1	35	-6	13	130
phage Ecoli inh	1.4	3.1	2.9	2.1	3.6	0.2
E coli growth	1.3	2.0	-1.2	-0.4	0.3	-1.6
PKA-R2B act	-2	5	1	1	-1	-5
PfHsp90 set2	18	67	30	5	10	12
PKA-R1A activ	-7	-17	2	-4	3	-3
HTR5A inv ag	-14	8	9	-1	0	-15

Along the list, from the results shown:
MOR-DOR ag for entries 1 to 6, in order: -2.9, -0.5, 0.3, 5.0, -1.1, 3.3
E coli growth for entries 1 to 6, in order: 1.3, 2.0, -1.2, -0.4, 0.3, -1.6

Remaining list, next part:
#7 CC(C)CNC(=O)c1nn(Cc2ccccc2)c(=O)c2ccccc12
#8 CC(=O)C1=C(C)N(Cc2ccccc2)C(=O)N[C@H]1c1cccc(C(F)(F)F)c1
#9 Oc1ccc(N2CCN(c3ncnc4sc5c(c34)CCC5)CC2)cc1
#10 C=CCN1C(=O)C2(OCCCO2)c2cc(Cl)ccc21
#11 Cc1cc(C)n2nc(C(=O)OCC(=O)N(CCC#N)c3ccc(F)cc3)nc2n1
#12 O=C(COc1ccc(Br)cc1Cl)NC(=O)Nc1ccc2c(c1)OCCO2
Assay by compound	7	8	9	10	11	12
OPRM1-OPRD1 inv	7	20	-6	15	-16	7
MOR-DOR ag	-1.2	-3.6	0.9	-3.1	2.5	-1.4
AddAB inh	4.3	4.4	-2.9	4.3	1.5	0.2
Tat transport	3	1	-7	0	16	-7
Mot1-301 SUMO	57	-23	18	-2	.	17
phage Ecoli inh	1.7	3.0	3.5	-1.9	2.0	0.8
E coli growth	0.6	1.3	-1.4	-1.4	-0.3	1.3
PKA-R2B act	2	-1	-6	0	-7	-2
PfHsp90 set2	5	-12	3	9	.	-11
PKA-R1A activ	-4	-4	1	-8	-6	6
HTR5A inv ag	3	6	-10	-8	9	-11

#13 COc1ccc(C)cc1NC(=O)CSc1nc2ccccc2nc1N1CCCCC1
#14 Cc1cc(Nc2cccc(Cl)c2)nc(NCc2ccccc2)n1
#15 COCCN(C(=O)CNC(=O)c1ccco1)C(C(=O)NC1CCCC1)c1ccc(OC)cc1 (stereo unspecified)
#16 CCc1nc2ccccc2n1CC(=O)N1CCN(S(=O)(=O)c2cccc(C(F)(F)F)c2)CC1
#17 O=C(O)c1ccc(Nc2ccc([N+](=O)[O-])c3nonc23)cc1
#18 Cc1cccnc1NC(=O)c1nn(C)c2c1CS(=O)(=O)c1ccccc1-2
Assay by compound	13	14	15	16	17	18
OPRM1-OPRD1 inv	-12	-97	-2	.	26	8
MOR-DOR ag	2.0	13	0.2	.	-5.2	-1.6
AddAB inh	-0.8	-0.2	2.3	-2.9	.	1.0
Tat transport	0	-2	20	-8	-2	0
Mot1-301 SUMO	20	-23	-1	2	73	4
phage Ecoli inh	1.9	4.0	1.1	0.5	2.1	2.2
E coli growth	-1.3	0.7	-0.9	-1.6	.	1.9
PKA-R2B act	-5	-15	-7	-7	10	1
PfHsp90 set2	22	-8	14	.	-6	11
PKA-R1A activ	2	2	4	-4	-2	4
HTR5A inv ag	1	-14	-14	.	25	-25

#19 CCN1CCN(S(=O)(=O)c2ccc(Cl)c(C(=O)N(C)CCOc3ccc(Cl)cc3)c2)CC1
#20 CC(=O)Nc1ccc(SCC(=O)N(CCC#N)c2ccc(C)cc2)cc1
#21 O=C(NCCc1ccco1)c1cc(COc2cccc(C(F)(F)F)c2)on1
#22 CCOC(=O)CSc1nc2c(sc(=S)n2-c2ccccc2)c(=O)[nH]1
#23 Cc1ccc(NC(=O)c2ccc(S(=O)(=O)NCc3ccco3)cc2)cc1
#24 COc1ccccc1Nc1nnc(SCC(=O)NC2CC2)s1
Assay by compound	19	20	21	22	23	24
OPRM1-OPRD1 inv	-2	16	-11	4	-12	14
MOR-DOR ag	0.2	-3.3	2.0	-0.7	1.7	-3.7
AddAB inh	2.6	-1.2	-0.6	1.9	5.6	3.0
Tat transport	-3	4	8	-1	-3	0
Mot1-301 SUMO	7	-21	-14	479	48	-24
phage Ecoli inh	0.5	-0.9	4.7	2.1	0.5	1.3
E coli growth	1.9	0.9	-0.8	0.9	0.9	2.3
PKA-R2B act	-3	5	-12	-9	6	-8
PfHsp90 set2	14	.	-12	-9	-4	1
PKA-R1A activ	-4	-2	-13	-6	3	-2
HTR5A inv ag	28	7	-5	-6	5	10

Pulled one by one from the list above:
#20 CC(=O)Nc1ccc(SCC(=O)N(CCC#N)c2ccc(C)cc2)cc1
#19 CCN1CCN(S(=O)(=O)c2ccc(Cl)c(C(=O)N(C)CCOc3ccc(Cl)cc3)c2)CC1
#23 Cc1ccc(NC(=O)c2ccc(S(=O)(=O)NCc3ccco3)cc2)cc1
#24 COc1ccccc1Nc1nnc(SCC(=O)NC2CC2)s1
#22 CCOC(=O)CSc1nc2c(sc(=S)n2-c2ccccc2)c(=O)[nH]1
Assay by compound	20	19	23	24	22
OPRM1-OPRD1 inv	16	-2	-12	14	4
MOR-DOR ag	-3.3	0.2	1.7	-3.7	-0.7
AddAB inh	-1.2	2.6	5.6	3.0	1.9
Tat transport	4	-3	-3	0	-1
Mot1-301 SUMO	-21	7	48	-24	479
phage Ecoli inh	-0.9	0.5	0.5	1.3	2.1
E coli growth	0.9	1.9	0.9	2.3	0.9
PKA-R2B act	5	-3	6	-8	-9
PfHsp90 set2	.	14	-4	1	-9
PKA-R1A activ	-2	-4	3	-2	-6
HTR5A inv ag	7	28	5	10	-6

Remaining list, next part.
nr	Molecule	OPRM1-OPRD1 inv	MOR-DOR ag	AddAB inh	Tat transport	Mot1-301 SUMO	phage Ecoli inh	E coli growth	PKA-R2B act	PfHsp90 set2	PKA-R1A activ	HTR5A inv ag
25	Cc1ccc(C)c(-n2c(SCC(=O)Nc3nnc(C)s3)nnc2-c2ccoc2C)c1	15	-2.6	-0.5	-3	-12	2.3	-3.1	-7	-16	3	-4
26	O=C(CCc1ccccc1)N1CCN(c2ccc(Cl)cc2)CC1	-15	2.6	2.3	3	-6	0.1	0.1	-1	-7	0	27
27	O=C(COC(=O)c1ccccc1NS(=O)(=O)c1cccs1)NC1CCCCC1	-2	0.4	2.2	-1	.	2.1	-2.8	-2	-26	-10	-22
28	O=C(CCNS(=O)(=O)c1ccc(Br)cc1)NCc1ccc2c(c1)OCO2	9	-1.7	-0.1	-13	2	2.8	-1.4	-6	13	-6	10
29	CCCCCC(=O)NC(NC(=S)N1CCOCC1)C(Cl)(Cl)Cl (stereo unspecified)	4	-0.7	0.3	-6	3	2.5	-0.3	2	-15	-6	-23
30	COc1ccc(C(CNC(=O)c2ccc(Cl)s2)N2CCOCC2)cc1 (stereo unspecified)	14	-2.3	-1.4	0	-5	0.5	2.5	-8	28	-3	5
31	CCN(CC)C(=S)SCC(=O)Nc1ncc2c(n1)CCCC2=O	13	-2.6	-4.3	18	-10	1.5	-3.3	1	-11	1	1
32	O=C(NC(=S)Nc1cccc(Cl)c1N1CCCCC1)c1ccc2c(c1)OCCO2	6	-1.2	0.1	0	18	0.9	-0.6	-10	-23	-5	12
33	O=C(CSc1ccccc1C(=O)NCCCN1CCCC1=O)NCc1ccco1	11	-2.8	1.8	-3	4	0.9	-1.7	-6	2	-7	8
34	COc1ccc(C(=O)NNC(=O)C(=O)NCc2ccccc2)cc1	0	0.0	3.8	11	-10	0.1	-2.2	2	-12	-1	10
35	Cc1ccc(C(=O)CSc2nnc(-c3ccco3)o2)o1	10	-1.7	1.4	-4	-13	3.0	-1.9	8	1	-10	-15
36	CNCc1cc(Cl)cc(OC)c1OC(C)C	8	-1.6	.	-1	.	1.9	.	-5	-22	-2	-6
37	O=C(Cn1cnc2c(nnn2-c2cccc(Cl)c2)c1=O)NCc1ccccc1	13	-2.4	-1.2	-8	-6	0.5	-2.5	2	9	-3	17
38	Cc1cccc(NC(=O)c2c([N+](=O)[O-])c(C(C)(C)C)nn2C)c1	1	-0.2	-0.5	15	198	0.3	1.4	-4	-9	9	-24
39	CN(C)CC(C)(C)CNC(=S)Nc1ccc(S(=O)(=O)N2CCOCC2)cc1	6	-1.1	3.7	-7	-3	1.6	2.1	1	-15	-5	-4
40	O=C(CCNC(=O)Cn1cnc2ccccc2c1=O)NCC1COc2ccccc2O1 (stereo unspecified)	8	-1.3	0.9	-2	-3	2.0	-1.8	-8	-5	-2	-15
41	CCOc1ccccc1CNS(=O)(=O)c1ccc2c(c1)C(C)(C)C(=O)N2C	11	-2.1	2.1	-2	-6	0.6	0.7	0	5	-5	-7
42	COCCC1CCCCN1C(=O)c1cc(COc2ccc(-n3cncn3)cc2)on1 (stereo unspecified)	8	-1.4	-4.0	1	-7	1.4	-3.8	-2	.	-8	2
43	COc1ccc(C(=O)O)cc1S(=O)(=O)Nc1cccc(C)c1	6	-1.1	0.6	1	62	4.3	-4.0	-13	3	-6	7
44	CC(C)(C)OC(=O)C[C@@H]1C/C=C\C[C@@H](CC(=O)N(CCO)Cc2ccccc2)C(=O)NCCOC1=O	21	-4.6	4.0	1	-34	4.5	2.1	4	-5	5	12
45	COc1cc(C)c(/C=C(\C#N)C(=O)Nc2cccc(C)c2)cc1C(C)C	-31	4.5	1.3	-7	-7	4.2	-1.1	5	1	3	-20
46	Cc1cc(=O)c(C(=O)O)cn1-c1ccc(C(C)C)cc1	5	-0.8	-0.8	-3	-10	1.4	1.8	-2	0	-2	-8
47	Cc1cc(O)c(-c2cc(C(=O)NCc3ccc4c(c3)OCO4)[nH]n2)cc1C	-25	5.8	-1.0	4	-11	0.7	-0.3	-4	-34	-5	-5
48	CC1Cn2c(nnc2-c2cc3ccccc3cc2O)S1 (stereo unspecified)	4	-0.8	2.4	-6	144	0.5	-0.4	-5	24	5	-2
49	COc1cc(C)nc(NS(=O)(=O)c2ccccc2Cl)n1	-2	0.3	3.8	-1	1	0.2	3.6	2	2	-1	2
50	CCc1ccccc1S(=O)(=O)Cc1ccc(C(=O)NC(C)C)o1	14	-2.6	5.9	-10	3	3.6	-1.9	0	2	0	-35
51	Cc1ccc(N2CCN(c3ccc(C)cc3)C2c2ccncc2)cc1	-11	2.5	0.4	-1	17	1.4	-1.4	-3	4	-4	-12

The order is random. Share with any hit: about 2.2%.
